# C2C12 statin: protects C2C12 myotubes from simvastatin toxicity | ATP luminescence, 48 h; scaled: DMSO 0, geranylgeraniol control 100 | rescue of ATP level, % at 7.49 µM | hit rate 0.78% among 330,000;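 active = mean ATP rescue above about 67%, or every replicate alone reaching that limit, limit read from the data, passing the limit was not always enough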;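 note: myotubes were challenged with 10 µM simvastatin during compound exposure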
# PglD inh: PglD (C. jejuni) enzyme inhibition. hit rate 0.098% among 360,000. inhibition, % at 12.5 µM. purified PglD enzyme, DTNB colorimetric CoA detection; in the data active = inhibition above about 16%, passing the limit was not always enough; note: strong numbers were not always called active
# An asterisk follows results filed as active. Some of the compounds tested, so the mix of outcomes need not match the whole.
[1] COc1ccc(S(=O)(=O)N(CC(=O)N/N=C/c2cccs2)c2ccc(C)cc2)cc1OC
[2] Cc1ccc(S(=O)(=O)Oc2ccc(/C=N/NC(=O)c3nn(C)cc3Cl)cc2)cc1
[3] COC(=O)c1ccc(CN(c2ccc(C)cc2)S(=O)(=O)c2ccc3c(c2)OCCO3)o1
[4] Cc1sc2nc(-c3cccnc3)nc(Cl)c2c1-c1ccccc1
[5] Cc1ccc(CS(=O)(=O)Cc2ccc(C(=O)NCC3CCCO3)o2)cc1 (stereo unspecified)
Screen / compound no. | 1 | 2 | 3 | 4 | 5
C2C12 statin | 21 | 6 | 0 | -16 | 12
PglD inh | 2 | 1 | 6 | -6 | -5

[6] CC1(C)CC(=O)c2cc(OCC(=O)NCCN3CCOCC3)ccc2O1
[7] COc1ccc(Cn2c(CCC(=O)O)nc3cccnc32)cc1
[8] Cc1cc(C)nc(SCc2ccc(C(=O)NNC(=O)Nc3cccc(Cl)c3)cc2)n1
[9] CSCCC(NC(=O)c1ccco1)C(=O)NCc1ccc(F)cc1 (stereo unspecified)
[10] COCCn1nnnc1C(c1cc2ccc(C)cc2[nH]c1=O)N(Cc1ccco1)Cc1cccs1 (stereo unspecified)
Screen / compound no. | 6 | 7 | 8 | 9 | 10
C2C12 statin | -5 | 3 | -12 | 10 | 38
PglD inh | 1 | 5 | 1 | 0 | 1

[11] O=S(=O)(c1cccc(-c2nc3ccccc3s2)c1)N1CCOCC1
[12] Cc1ccc(SCC(=O)NCc2ccco2)cc1
[13] Cc1cc(C(F)F)n2ncc(C(=O)N3CCC(C(N)=O)CC3)c2n1
[14] Clc1cccc(Cl)c1CSc1cc2c(nn1)-c1ccccc1CC2
[15] O=C(Cc1ccc(Cl)cc1)Nc1cccc(-c2nnc(-c3ccco3)o2)c1
Screen / compound no. | 11 | 12 | 13 | 14 | 15
C2C12 statin | -18 | 26 | 3 | 9 | 5
PglD inh | 1 | 2 | -3 | -2 | 5

[16] CN(C)C(=O)NC(Nc1ccc(Cl)cc1Cl)C(Cl)(Cl)Cl (stereo unspecified)
[17] COc1ccc(S(=O)(=O)N2CCC(C(=O)N3CCCCC3)CC2)cc1OC
[18] O=C(O)Cn1c(P(=O)(O)c2ccccc2)nc2ccccc21
[19] c1ccc2c(c1)Cn1c-2nc2ccccc21
[20] CN(C)CCNS(=O)(=O)c1ccc(Cl)cc1
Screen / compound no. | 16 | 17 | 18 | 19 | 20
C2C12 statin | 19 | -9 | 27 | -38 | 0
PglD inh | -4 | 5 | 3 | 3 | 2

[21] CC(C)Nc1nc(N(c2ccccc2)c2ccccc2)nc(-n2ccnc2)n1
[22] CCOC(=O)c1cnc(Nc2nc3ccccc3o2)nc1C
[23] COc1ccc2nc(NC(=O)c3cccc(S(=O)(=O)N4CCOCC4)c3)sc2c1
[24] O=C(c1ccccc1CCc1ccccc1)N1CCOCC1
[25] CC(C)CN(C(=O)COC(=O)CCN1C(=O)c2ccccc2C1=O)C1CCS(=O)(=O)C1 (stereo unspecified)
Screen / compound no. | 21 | 22 | 23 | 24 | 25
C2C12 statin | -5 | -160 | -22 | 114* | 15
PglD inh | 9 | 10 | -1 | 2 | 5

# Molecules listed so far that have a COOH group (two):
[7] COc1ccc(Cn2c(CCC(=O)O)nc3cccnc32)cc1
[18] O=C(O)Cn1c(P(=O)(O)c2ccccc2)nc2ccccc21
Screen / compound no. | 7 | 18
C2C12 statin | 3 | 27
PglD inh | 5 | 3

# Continued:
[26] C#CCOCCOCCOCCNc1nc(N2CCN(C(=O)[C@H]([C@@H](C)CC)n3cc([C@@H](N)CO)nn3)CC2)nc(N2CCN(C(=O)[C@H]([C@@H](C)CC)n3cc([C@@H](N)CC(C)C)nn3)CC2)n1
[27] O=c1cnn(-c2ccccc2)c(-c2ccccc2)c1
[28] CC(C)(C)c1ccc(C(=O)NCCC(=O)NCc2ccco2)cc1
[29] Cc1cc(C)n(-c2nc(N(C)C)nc(N(C)C)n2)n1
[30] CS(=O)(=O)N1CCN(C(=O)c2ccc(-c3ccccc3)cc2)CC1
Screen / compound no. | 26 | 27 | 28 | 29 | 30
C2C12 statin | 14 | -11 | 28 | 6 | 2
PglD inh | 4 | -2 | 0 | 3 | -4

[31] CCOC(=O)CSC1=C(C#N)C(C)C2=C(CCCC2=O)N1 (stereo unspecified)
[32] Cc1cc(C)nc(Nc2n[nH]c(-c3ccccc3Br)n2)n1
[33] CCOC(=O)N1CCN(C(=O)CN2C(=O)CC(C)(C)S(=O)(=O)c3ccccc32)CC1
[34] COC(=O)c1c(NC(=O)CC2SCC(C(=O)OC)NC2=O)sc2c1CCCC2 (stereo unspecified)
[35] CCc1c(C)nc2nc(NC(C)=O)[nH]n2c1=O
Screen / compound no. | 31 | 32 | 33 | 34 | 35
C2C12 statin | -10 | -3 | -7 | 4 | 7
PglD inh | -7 | 1 | -6 | 3 | 1

[36] CC1(C)CC(=O)C=C(Nc2ccccn2)C1
[37] COc1ccc(C(=O)NCC2OCCc3ccccc32)c(O)c1 (stereo unspecified)
[38] COc1ccc(N2CCN(c3oc(COc4ccccc4)nc3C#N)CC2)cc1
[39] c1ccc(CSCCc2ccncc2)cc1
[40] COc1ccccc1NC(=O)C(=O)N1N=C(C(C)C)CC1(O)C(F)(F)F (stereo unspecified)
Screen / compound no. | 36 | 37 | 38 | 39 | 40
C2C12 statin | -2 | 2 | 25 | 13 | -9
PglD inh | 6 | -4 | 0 | 2 | -1

[41] O=C(NC1CCS(=O)(=O)C1)N1CCCCC1 (stereo unspecified)
[42] COc1ccc(-n2c3c(cc(C(=O)Nc4ccc(C)cc4)c2=O)C(=O)CCC3)cc1
[43] COC(=O)CSc1nc2cc3c(cc2cc1C)OCCO3
[44] CCCCOc1ccc(C(=O)NN2CCN(C)CC2)cc1
[45] N#CCSc1nccc(-c2cc(Cl)sc2Cl)n1
Screen / compound no. | 41 | 42 | 43 | 44 | 45
C2C12 statin | -6 | -2 | 31 | 6 | 33
PglD inh | -9 | 0 | 3 | 7 | -4

[46] CCN(CC)C(=O)c1c(NC(=O)c2ccccc2)sc(C)c1C
[47] COC(=O)C1=C(N)Oc2cc(C)n(Cc3cccnc3)c(=O)c2C1c1cccc(OC)c1OC (stereo unspecified)
[48] C=C1N(CCCCCC(=O)O)C(=O)OC12CCCCC2
[49] CC(=O)Nc1ccc(S(=O)(=O)N(CCO)Cc2ccccc2)cc1
[50] Cc1cc(C)nc(Nc2n[nH]c(COc3ccccc3)n2)n1
Screen / compound no. | 46 | 47 | 48 | 49 | 50
C2C12 statin | -10 | 2 | -7 | 2 | -27
PglD inh | -1 | -2 | -3 | -3 | 2

# Values by screen from the entries so far:
# Entries 46 to 50 in PglD inh, in turn: -1, -2, -3, -3, 2

# (list continues)
[51] O=C(COc1ccc(S(=O)(=O)N2CCCC2)cc1Cl)Nc1ccc2c(c1)OCO2
[52] O=C(O)CSc1nnc(-c2ccccc2O)n1Cc1ccccc1
[53] O=C(c1ccc(-n2cnnn2)cc1)N1CCN(C(c2ccccc2)c2ccccc2)CC1
[54] Cc1nn2c(NCCOCCO)c3c(nc2c1-c1ccccc1)CCCC3
[55] CCOCCCN(CCC#N)S(=O)(=O)c1ccc(S(=O)(=O)N2CCCC2)cc1
Screen / compound no. | 51 | 52 | 53 | 54 | 55
C2C12 statin | -20 | 16 | 61 | -29 | -2
PglD inh | 1 | 3 | 2 | -2 | 1

[56] Cc1cc(C)nc(N/N=C/c2ccccc2OCc2ccc([N+](=O)[O-])cc2)n1
[57] Cc1ccc(-n2c(SCC(=O)Nc3ccc4c(c3)OCO4)nnc2-c2ccoc2C)cc1
[58] COc1cccc(C(C(=O)NC(C)(C)C)N(C(=O)CCC(=O)Nc2cc(C)on2)C(C)(C)C)c1OC (stereo unspecified)
[59] COc1ccc(C(=O)C[n+]2ccc(C)cc2)cc1
[60] O=C(Nc1ccccc1)C1=C(N2CCOCC2)/C(=C/c2cccnc2)CC1
Screen / compound no. | 56 | 57 | 58 | 59 | 60
C2C12 statin | 1 | 6 | 67* | -5 | 0
PglD inh | -4 | -3 | 8 | -1 | 1

[61] COCCn1c(C)cc(C(=O)CSc2nc(C)nc3sc4c(c23)CCC4)c1C
[62] CCOc1ccc2c(C)c(Cl)c(=O)oc2c1
[63] Cc1sc(NC(=O)CSc2nnnn2C2CCCCC2)c(C#N)c1C
[64] O=C(CCl)Nc1cc(-c2ccccc2)nn1-c1ccccc1
[65] CCOc1ccc(CC2CC(=O)NC2=O)cc1 (stereo unspecified)
Screen / compound no. | 61 | 62 | 63 | 64 | 65
C2C12 statin | -16 | -13 | -5 | 6 | -3
PglD inh | 2 | 3 | -8 | -8 | 0

[66] COC(=O)COc1ccc(S(=O)(=O)NCCC2=CCCCC2)cc1
[67] c1ccc(N2CCN(c3cnc4ccccc4n3)CC2)cc1
[68] CC(C)OC(=O)Nc1ccc(Oc2c(F)c(F)c(F)c(F)c2F)cc1
[69] COc1ccc(/C=C/C(=O)N(CC(C)C)CC(C)C)cc1Br
[70] Cn1c(=O)[nH]c(=O)c2c1nc(Br)n2CCSc1ncccn1
Screen / compound no. | 66 | 67 | 68 | 69 | 70
C2C12 statin | 3 | -8 | -26 | 26 | 17
PglD inh | 1 | 3 | -2 | -3 | 4

[71] O=C(Nc1ccc2oc(-c3ccncc3)nc2c1)c1ccccc1F
[72] CCOC(=O)c1ccc(NC(=O)CSc2nc(SC)ns2)cc1
[73] Cn1c(N)c(C#N)c2c(c1=S)CSC(C)(C)C2
[74] CC(C)(C)c1ccc(C(=O)c2c[nH]c(C(=O)NCC3CCCO3)c2)cc1 (stereo unspecified)
[75] O=C(CSc1nc2c(c(=O)n1-c1ccc(Cl)cc1)SCC2)N1CCCC1
Screen / compound no. | 71 | 72 | 73 | 74 | 75
C2C12 statin | -25 | -3 | 0 | -11 | 5
PglD inh | -1 | 4 | -6 | -2 | -3

[76] O=C(CSc1nc(-c2ccco2)cc(C(F)(F)F)n1)N1CCc2ccccc2C1
[77] Nc1nc(-c2ccccc2)cc(N2CCCCC2)n1
[78] COC(=O)c1cccc2c1-c1ccccc1/C2=N/O
[79] CCOC(=O)CNc1c(-c2ccc(O)cc2)nc2ccc(Cl)cn12
[80] O=C(COC(=O)C1CC2C=CC1C2)Nc1ccc2c(c1)OC(F)(F)O2 (stereo unspecified)
Screen / compound no. | 76 | 77 | 78 | 79 | 80
C2C12 statin | 3 | -87 | -5 | 0 | -8
PglD inh | -4 | -2 | -1 | -4 | 0

[81] O=C(N1CCN(c2cccc(Cl)c2)CC1)C1(c2cccs2)CCOCC1
[82] Cn1cc(Cl)c(C(=O)Nc2nc3ccccc3s2)n1
[83] CN1CCN(c2nc3nonc3nc2N2CCN(C)CC2)CC1
[84] CCCCNC(=O)C1CC(=O)N(C2CCCC2)C1 (stereo unspecified)
[85] Cc1ccc(-c2nnc(Nc3ccc(CC(N)=O)cc3)c3ccccc23)cc1
Screen / compound no. | 81 | 82 | 83 | 84 | 85
C2C12 statin | 3 | -279 | -7 | -8 | 36
PglD inh | 9 | -1 | -4 | -3 | 4

# An excerpt of these results, field by field.
[47] COC(=O)C1=C(N)Oc2cc(C)n(Cc3cccnc3)c(=O)c2C1c1cccc(OC)c1OC (stereo unspecified)
  C2C12 statin = 2
  PglD inh = -2
[73] Cn1c(N)c(C#N)c2c(c1=S)CSC(C)(C)C2
  C2C12 statin = 0
  PglD inh = -6
[72] CCOC(=O)c1ccc(NC(=O)CSc2nc(SC)ns2)cc1
  C2C12 statin = -3
  PglD inh = 4
[17] COc1ccc(S(=O)(=O)N2CCC(C(=O)N3CCCCC3)CC2)cc1OC
  C2C12 statin = -9
  PglD inh = 5

# Record cards, as listed above. Order of values: C2C12 statin | PglD inh
# Shown for Cc1ccc(-c2nnc(Nc3ccc(CC(N)=O)cc3)c3ccccc23)cc1 = 36 | 4
# Shown for CCCCNC(=O)C1CC(=O)N(C2CCCC2)C1 (stereo unspecified) = -8 | -3
# Shown for CN1CCN(c2nc3nonc3nc2N2CCN(C)CC2)CC1 = -7 | -4
# Shown for Cn1cc(Cl)c(C(=O)Nc2nc3ccccc3s2)n1 = -279 | -1
# Shown for O=C(N1CCN(c2cccc(Cl)c2)CC1)C1(c2cccs2)CCOCC1 = 3 | 9

# Other records.
[86] O=C(CCC1CCCC1)N1CCN(C(=O)COc2ccccc2)CC1
[87] O=C1CC(O)(c2ccccc2)C(c2ccccc2)=C1c1ccccc1 (stereo unspecified)
[88] CCCCOc1cccc(C(=O)O)c1
[89] Cc1cc(C)n(C(=O)CCNC(=O)c2ccccc2Br)n1
[90] CCc1nc(SCC(=O)N2CCN(C(=O)c3ccco3)CC2)c2c3c(sc2n1)CCCC3
Screen / compound no. | 86 | 87 | 88 | 89 | 90
C2C12 statin | -3 | 27 | 8 | 5 | -13
PglD inh | -4 | -2 | 2 | 0 | 4

[91] COc1ccccc1-n1cnc2cc(C(=O)NCc3ccco3)ccc21
[92] CC(C)OCCCn1c(=S)[nH]c2ccc(N3CCOCC3)cc2c1=O
[93] COc1ccc(C(=O)C2CCN(C(=O)c3ccc(C)cc3)CC2)cc1
[94] O=C(CN1CCN(c2nc(-c3ccccc3)cs2)CC1)NNC(=O)c1ccc(Br)cc1
[95] Cc1cc(NC(=O)CCC(=O)N(c2ccc(F)cc2)C(C(=O)NC2CCCC2)c2ccncc2)no1 (stereo unspecified)
[96] CCOc1ccc(CCNC(=O)CSc2cc(=O)n(CC)c3ccccc23)cc1OCC
[97] Cn1c(COc2ccc(Cl)cc2)nnc1SCC(=O)NC1CCCCC1
Screen / compound no. | 91 | 92 | 93 | 94 | 95 | 96 | 97
C2C12 statin | -8 | -5 | 1 | -10 | -30 | 4 | 4
PglD inh | 6 | 1 | 0 | -1 | 2 | 0 | 3
